Source: PubChem
FBPA coupling cs = qHTS Assay for Inhibitors of Fructose-1,6-bisphosphate Aldolase from Giardia Lamblia: Coupling assay counterscreen | coupling enzyme system counterscreen, AmpLite Red fluorescence | actives 0.67% (n = 290,000) | AID 2472, 2010 | activity change, negative = inhibition, % at 58.2 µM, hits read low; in the data active = activity change below about -30%
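Fluorescence at 525 nm excitation and 598 nm emission measured inhibition of the coupled detection system without aldolase. Compounds (at 57.5 uM final) were preincubated 10 min at room temperature with coupling enzyme reagent before a 20 min substrate/AmpLite Red step.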
* = called active by the depositor; & = joins results of further samples. % is scaled to controls: 0 for no effect and ±100 for the full control effect. Not all compounds are listed; count on the stated rates, not on these rows.

A first look (18 entries):
SMILES	FBPA coupling cs
Cn1c2c(c(=O)c3ccccc31)C[C@@H](O)C(C)(C)O2	0
COc1ncc2nc(CCc3ccccc3)c(=O)n(Cc3cccs3)c2n1	3
N#Cc1ccc(C23CC4(C2)[C@H](CN(Cc2cccnc2)[C@@H]4c2ccccc2)C3c2ccc(C(F)(F)F)cc2)cc1 (stereo not given in full)	-3
Cc1cc(O)c(C=O)c2c1C(=O)Oc1c(COC(=O)/C=C/C(=O)O)c(O)c(C(=O)O)c(C)c1O2	10
Cc1nc(NCc2ccccc2)c2nc(-c3ccccc3)n(CCCN3CCCCC3C)c2n1 (stereo not given)	3
COc1ncc2nc(C)c(=O)n(Cc3ccc(F)cc3)c2n1	4
COc1ccccc1CN1CCC2(CC1)CCN(C(C)=O)CC2	-1
N#CCCn1c(=O)c(-c2ccccc2)nc2cnc(Oc3ccccc3)nc21	2
COC(=O)C/C=C/C(C)C(OCc1cccc(-c2ccccc2)c1)C1CCCCC1 (stereo not given)	0
COc1ccc(-c2nc3cnc(N4CCNCC4)nc3n(C)c2=O)cc1	-2
C[C@@H](O)CNC(C)(C)CC(=O)N[C@@H]1CCc2ccccc2N(Cc2ccc(-c3ccccc3-c3nn[nH]n3)cc2)C1=O	5
O=c1c(O)c(-c2ccc(O)c(O)c2)oc2c(OC3OC(CO)C(O)C(O)C3O)c(O)cc(O)c12 (stereo not given)	4
CCCC[C@@H]1C[C@H]1C(NC(=O)c1ccccc1)c1ccccc1 (stereo not given in full)	1
CCCC/C=C/C(NC(=O)c1ccco1)c1ccccc1 (stereo not given)	-2
CC(C)CN1CCc2nc(-c3ccccc3)c3c(c2CC1)COC(C)C3 (stereo not given)	1
COc1ccc(CNc2nc(-c3ccccc3OC)nc3ccccc23)c(OC)c1	0
COc1c2c(c(C(=O)/C=C/C(C)=C/c3ccccc3)c3c1OCO3)CCN(C)C2	-1
COc1ccccc1-c1nccc(NCc2cccnc2)n1	2

The list itself, repeating the preview:
SMILES	FBPA coupling cs
Cn1c2c(c(=O)c3ccccc31)C[C@@H](O)C(C)(C)O2	0
COc1ncc2nc(CCc3ccccc3)c(=O)n(Cc3cccs3)c2n1	3
N#Cc1ccc(C23CC4(C2)[C@H](CN(Cc2cccnc2)[C@@H]4c2ccccc2)C3c2ccc(C(F)(F)F)cc2)cc1 (stereo not given in full)	-3
Cc1cc(O)c(C=O)c2c1C(=O)Oc1c(COC(=O)/C=C/C(=O)O)c(O)c(C(=O)O)c(C)c1O2	10
Cc1nc(NCc2ccccc2)c2nc(-c3ccccc3)n(CCCN3CCCCC3C)c2n1 (stereo not given)	3
COc1ncc2nc(C)c(=O)n(Cc3ccc(F)cc3)c2n1	4
COc1ccccc1CN1CCC2(CC1)CCN(C(C)=O)CC2	-1
N#CCCn1c(=O)c(-c2ccccc2)nc2cnc(Oc3ccccc3)nc21	2
COC(=O)C/C=C/C(C)C(OCc1cccc(-c2ccccc2)c1)C1CCCCC1 (stereo not given)	0
COc1ccc(-c2nc3cnc(N4CCNCC4)nc3n(C)c2=O)cc1	-2
C[C@@H](O)CNC(C)(C)CC(=O)N[C@@H]1CCc2ccccc2N(Cc2ccc(-c3ccccc3-c3nn[nH]n3)cc2)C1=O	5
O=c1c(O)c(-c2ccc(O)c(O)c2)oc2c(OC3OC(CO)C(O)C(O)C3O)c(O)cc(O)c12 (stereo not given)	4
CCCC[C@@H]1C[C@H]1C(NC(=O)c1ccccc1)c1ccccc1 (stereo not given in full)	1
CCCC/C=C/C(NC(=O)c1ccco1)c1ccccc1 (stereo not given)	-2
CC(C)CN1CCc2nc(-c3ccccc3)c3c(c2CC1)COC(C)C3 (stereo not given)	1
COc1ccc(CNc2nc(-c3ccccc3OC)nc3ccccc23)c(OC)c1	0
COc1c2c(c(C(=O)/C=C/C(C)=C/c3ccccc3)c3c1OCO3)CCN(C)C2	-1
COc1ccccc1-c1nccc(NCc2cccnc2)n1	2
Cc1cccc(CNc2cc(-c3ccccc3Cl)ncn2)c1	-1
O=c1c(-c2cc(F)cc(F)c2)nc2cnc(N3CCNCC3)nc2n1C1CC1	2
C=C[C@](C)(O)CCC1C(=C)CC(OC(C)=O)C2C(C)(C)CCCC12C (stereo not given in full)	0
c1ncc(-c2ccc3c(c2)OCO3)c(NCCc2cnc[nH]2)n1	1
COc1ccccc1CN1CCC2(CCNCC2)CC1	1
COCCn1c(=O)c(-c2cn(C)c3ccccc23)nc2cncnc21	-1
CC(C)CO/N=C1/C[C@@H](O)[C@@H](O)[C@@H]2[C@@H]3C(=O)N([C@@H](C)c4ccccc4)C(=O)[C@H]3CC[C@H]12	2
CC(C)[C@@H](CC(=O)N[C@@H]1CCNC[C@H]1C(=O)N[C@H](CC(=O)N[C@@H](CCC(=O)O)CC(=O)O)Cc1ccccc1)NC(=O)C[C@H](CO)NC(=O)[C@@H]1CCCC[C@H]1N	3
COC(=O)NC(c1ccccc1)C(C#N)C(=O)OC (stereo not given)	-2
CC1(C)OC2C[C@](O)(C(N)=O)C[C@H](O)[C@H]2O1 (stereo not given in full)	-1
COc1ccc(OC)c(-c2ccccc2/C=N/NS(=O)(=O)c2ccc(C)cc2)c1	8
COc1ccc(-c2c(O)c3c(OC)c4c(cc3oc2=O)OC(C)(C)CC4)cc1	3
COc1ccc(CNC(=O)[C@H]2C[C@@H]2[C@H](NP(=O)(c2ccccc2)c2ccccc2)c2ccccc2)cc1OC	3
COc1cc(OC)cc(C2=Nn3c(nnc3-c3ccccc3O)SC2)c1	2
O=C(c1ccncc1)N1CCC[C@@]2(CCN(Cc3ccncc3)C2)C1	1
CN(C)Cc1ccccc1-c1cc(N(C)Cc2ccco2)ncn1	2
CN(C)c1ncc2nc(-c3cc(F)cc(F)c3)c(=O)n(Cc3ccc(F)cc3)c2n1	-1
Fc1ccc(Nc2ccnc(-c3ccc4c(c3)OCO4)n2)cc1	-3
C=CCOC(=O)N[C@@H](CC(C)C)/C(C(=O)OC)=C(\C)NCc1ccccc1	0
CCCn1c(C)nc2c(NCc3ccccc3)nc(C)nc21	0
Cn1c(=O)c(C(=O)COC(=O)c2cc(C(F)(F)F)nc3c(C(F)(F)F)cccc23)c(N)n(Cc2ccccc2)c1=O	2
COc1cccc(-c2ccc3ncnc(NCc4ccccc4)c3c2)c1	2
CC1=CC(=O)CC(C)(C)C1(O)/C=C/C(C)=C\C(=O)O (stereo not given)	4&-4
C=CCOC(=O)C(C(C)=O)C(NC(=O)OC)c1ccccc1 (stereo not given)	-1
CCN1CCN(C(=O)NC(C(=O)NC2C(=O)N3C2SC(C)(C)C3C(=O)O)c2ccccc2)C(=O)C1=O (stereo not given)	3
CC[C@@]1(O)C(=O)COc2c1cc1n(c2=O)Cc2c-1nc1cccc(C(C)C)c1c2[Si](C)(C)C	1
CC(=O)NCCNc1nc(-c2c(C)noc2C)nc2ccccc12	1
C=C(C(C)=O)C(O)c1cccs1 (stereo not given)	2
COc1ccc2[nH]c(-c3ccc(F)cc3F)cc(=O)c2c1	1
CC(=O)NCCNc1ncnc2ccc(-c3ccc(C(=O)N(C)C)cc3)cc12	0
O=C(c1cnccn1)N1CCC2(CCCN(c3ccccn3)C2)CC1	3
Cn1c(=O)c(-c2cccs2)nc2cnc(N3CCNCC3)nc21	1
COC1=C[C@@H](C)C2CC3OC(=O)C[C@H]4C(C)=C(OC)C(=O)C([C@@]2(C)C1=O)[C@@]34C (stereo not given in full)	2
CC1(C)C2CC[C@@]1(C)C(=O)C2	-2
CN(C)CCCOc1c2ccccc2n(Cc2ccccc2)[n+]1[O-]	-1
CCOc1ccccc1-c1nnc2n1N=C(c1cc(OC)ccc1OC)CS2	-4
C=C(C)C(=O)OCCO	2
CC(C)(C)OC(=O)NCCCCC1=CC2=CC(=O)C(C)(OC(=O)c3ccco3)C(=O)C2=CO1 (stereo not given)	-1
COc1cccc(Cn2c(=O)c(CCc3ccccc3)nc3cnc(N4CCN(C)CC4)nc32)c1	-1
COC(=O)c1ccc(C(NC(=O)OCc2ccccc2)/C(=C/[C@@H](C)C(=O)N[C@@H](CO)Cc2ccccc2)c2cccnc2)cc1 (stereo not given in full)	3
c1ccc2c(NC3CCNCC3)nc(-c3ccoc3)nc2c1	2
COC(=O)[C@H](CCSC)NC(=O)C/C=C\[C@@H](C)CO	0
Carrying on.
SMILES	FBPA coupling cs
CCOC(=O)CCN1C(=O)[C@H]2[C@H]3[C@H](O)[C@H](O)C/C(=N/NC(=O)OCc4ccc(OC)cc4)[C@@H]3CC[C@@H]2C1=O	-2
COc1ccc2c(c1)O[C@H](c1ccc3c(c1)OCO3)[C@@H](OC(=O)NCCc1ccc(OC)c(OC)c1)C2=O	4
N#CCCn1c(=O)c(-c2cc(F)cc(F)c2)nc2cnc(Nc3ccccc3)nc21	-1
CCCCCCCCCCCCCCCCCCOC[C@H](COP(=O)([O-])OCC[N+](C)(C)C)OC(C)=O	0
CC#CCN1c2ccccc2[C@]23C[C@@H](C(=O)OC)N(S(=O)(=O)c4ccc(C#N)cc4)C2=NC(C(=O)OC)=C(C(=O)OC)[C@H]13	-1
C=CC1=C[C@@H](O)C2OC2C12OCCCO2 (stereo not given in full)	1
COc1cc2oc(-c3ccccc3)cc(=O)c2cc1OC	0
O=C1CCCC2[C@@H]3CCC[N@+]4([O-])CCC[C@H](CN12)C34 (stereo not given in full)	3
CCc1cc2c(nc1CC)CCN(CC/C(C)=N/OC[C@@H](C)[C@H](OCc1ccccc1)C(C)C)C2	2
CCCCC/C=C\C=C\[C@@H](O)CCCCCCCC(=O)O	5
CS(=O)(=O)N1CCC2(CC1)CN(C(=O)Nc1ccccc1)C2	-1
COCCn1c(=O)c(CCc2ccccc2)nc2cnc(Oc3ccccc3)nc21	0
O=S(=O)(Oc1ccc(Cl)cc1)c1ccccc1	-16
COc1cccc([C@@H]2Oc3ccc(Br)cc3C[C@H]2O)c1	-1
CO[C@@H]1COC(=O)C/C=C\[C@@H](C)[C@H](OC)COC(=O)[C@@H](C)COC(=O)C/C=C\[C@H]1C	2
CCCCC/C=C\C\C=C/C=C/C=C/[C@@H](SCC(NC(C)=O)C(=O)O)[C@@H](O)CCCC(=O)O (stereo not given in full)	2
COCCn1c(=O)c(-c2cn(C)c3ccccc23)nc2cnc(Oc3cccc(Cl)c3)nc21	3
O=C(Nc1cc(C(=O)Nc2ccc(S(=O)(=O)O)cc2)cc(C(=O)Nc2ccc(S(=O)(=O)O)cc2)c1)Nc1cc(C(=O)Nc2ccc(S(=O)(=O)O)cc2)cc(C(=O)Nc2ccc(S(=O)(=O)O)cc2)c1	5
O=C1[C@H]2[C@H]3[C@H](O)[C@H](O)C/C(=N/OC[C@@H](O)COCc4ccco4)[C@@H]3CC[C@@H]2C(=O)N1C1CCCCC1	3
Cc1cnc(CNc2cc(-c3ccccc3CN(C)C)ncn2)cn1	1
COc1cc(OC)c2c(=O)c(O)c(-c3ccc(OC)c(OC)c3)oc2c1	-2
Cc1noc(C)c1-c1cncnc1-n1ccnc1	1
CC[C@H](C)[C@@H](NC(=O)O[C@@H]1C(=O)c2cc(OC)ccc2O[C@H]1c1cccc(OC)c1)C(=O)OC	-1
N[C@H](C(=O)O)[C@@H]1C[C@@H]1C(=O)O	2&3
COc1ccccc1CNc1ncnc2ccc(-c3ccc(C(=O)N(C)C)cc3)cc12	-2
COC(=O)[C@H](COC(C)(C)C)NC(=O)O[C@@H]1Cc2cc(OC)ccc2O[C@H]1c1cccc(OC)c1	3
CC1C(=O)CCC2[C@]1(C)CCC1[C@]2(C)CC[C@@]2(C)C3CC(C)(C)CC[C@]3(C)CC[C@@]12C (stereo not given in full)	-1
Nc1ccc2oc(=O)ccc2c1I	3
COC(=O)[C@H](CCSC)NC(=O)C/C=C\[C@@H](C)[C@@H](CO)OC	3
COc1ccc(NC(=O)N2CC[C@@]3(CCCN(C(=O)c4c(C)noc4C)C3)C2)cc1	-4
N#C/C(=C(/N)Sc1ccc(N)cc1)c1ccccc1C(F)(F)F	2&0
COc1cc(OC)c2c(c1)OC(c1ccccc1)CC2=O (stereo not given)	0
COc1ccc(Oc2ncc3nc(CCc4ccccc4)c(=O)n(C4CC4)c3n2)cc1	-2
COc1ccc2[nH]cc(CCNc3cc(-c4ccccc4C)ncn3)c2c1	0
CC1CCC(C(C)C)C(P(=O)(c2ccccc2)c2ccccc2)C1 (stereo not given)	0
CO[C@]1(NC(=O)Cc2cccs2)C(=O)N2C(C(=O)O)=C(COC(N)=O)CS[C@H]21	0
NC(=O)[C@@H]1CCCN1C(=O)C(Cc1cnc[nH]1)NC(=O)C1CCC(=O)N1 (stereo not given in full)	3
CC(C)[C@@H](CC(=O)N[C@@H]1CCCC[C@H]1C(=O)N[C@H](CC(=O)N[C@@H](CCC(=O)O)CC(=O)O)Cc1ccccc1)NC(=O)C[C@H](CO)NC(=O)[C@@H]1CNCC[C@H]1N	0
OCc1cccc(Cl)c1Cl	0
O=C(c1ccncc1)N1CCC2(CC1)CN(C(c1ccccc1)c1ccccc1)C2	7
CC1CCC2[C@](C)(CO)C(O)CC[C@]2(C)C12CCC(CO)(CCO)O2 (stereo not given in full)	-3
COc1ccc2[nH]cc(CCNc3ncnc4ccc(-c5ccoc5)cc34)c2c1	-1
COCC(=O)N1CCC2(CCCN(c3ccccn3)C2)CC1	1
C=C(CO)C1Cc2c(ccc3c(=O)c4c(oc23)COc2cc(OC)c(OC)cc2-4)O1 (stereo not given)	0
Cc1c(-c2ccc(Cl)cc2)noc1C1CCN(CCc2ccccc2)CC1	5
COC(=O)C1=C(C)NC(C)=C(C(=O)NCCCN2CCC(c3ccccc3)(c3ccccc3)CC2)C1c1ccc([N+](=O)[O-])cc1 (stereo not given)	1
CCC1CCCCC1	-1
COCCNC(=O)C1(C)C=CCN1C(C)=O (stereo not given)	0
CCCCCC1=C2CNC(C)(C(=O)OC)C=C2C(C)C1=O (stereo not given)	-5
Cc1cc2c(nc1C)CCCCN2C[C@H](O)CN1CCCc2nc(-c3ccc(Br)cc3)ccc21	-1
CC(=O)C1=C(C)N(Cc2ccco2)C(=O)N[C@@H]1c1ccccc1	1
COCCNc1ncncc1-c1c(C)noc1C	0
C=CCOC(=O)[C@H](O)[C@@H](O)C(=O)OCC=C	0
